MEKK2wt PB1 HTS = modulators of MEK5 binding to wildtype MEKK2, primary screen, biochemical, multiplex bead flow cytometry, Alexa488-MEK5; binding response (% of control), % at 10 µM; Mitogen-activated protein kinase kinase kinase 2 (Homo sapiens), Q9Y2U5; AID 1531, 2009; actives 1.1% (n = 290,000); Alexa488-MEK5 binding to MEKK2 WT; actives lie on both sides; in the data active = binding response below about 67% or above about 130%
UBC9 SUMO inh = inhibitors of in vitro SUMOylation cascade, primary screen, biochemical, HTRF, uHTS | SUMO-conjugating enzyme UBC9 (Homo sapiens), P63279 | HTRF SUMOylation assay, SAE1/SAE2 + UBC9 | inhibition, % at 35 µM | actives 0.36% (n = 290,000) | AID 2006, 2009; in the data active = inhibition above about 50%, passing the limit was not always enough; also: strong numbers were not always called active
Target sequence (P63279 whole entry, looked up): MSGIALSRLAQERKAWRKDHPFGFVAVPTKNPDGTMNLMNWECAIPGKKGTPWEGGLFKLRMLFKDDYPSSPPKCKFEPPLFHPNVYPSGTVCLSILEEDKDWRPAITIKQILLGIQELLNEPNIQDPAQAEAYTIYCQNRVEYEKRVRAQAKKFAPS
VIM-2 inh = VIM-2 metallo-beta-lactamase inhibitors, primary screen, biochemical, epi-absorbance readout, Pseudomonas aeruginosa enzyme. inhibition, % at 5.6 µM. actives 0.89% (n = 290,000). purified VIM-2, nitrocefin hydrolysis, epi-absorbance fluorescence;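 active = inhibition above the mean of all tested compounds plus 3 SD, cutoff set per screening run, cut at about 7.5% in these data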;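 also: red hydrolysis product quenches plate fluorescence so inhibitors raise well fluorescence; 0% = enzyme with DMSO and 100% = DMSO without enzyme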
PfM18AAP inh = PfM18AAP inhibitors, malaria aminopeptidase, primary screen, biochemical, QFRET, recombinant enzyme | M18 aspartyl aminopeptidase (Plasmodium falciparum 3D7) | H-Glu-NHMec fluorogenic cleavage | inhibition, % at 7.35 µM | actives 1.2% (n = 290,000) | AID 1822, 2009;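 active = inhibition above the campaign mean inhibition over all tested compounds plus 3 SD, cut at about 28% in these data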;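 also: 0% = plate median of test compound wells and 100% = 2 mM ZnCl2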
IMP-1 inh = IMP-1 metallo-beta-lactamase inhibitors, primary screen, biochemical, epi-absorbance readout, Pseudomonas aeruginosa enzyme. purified IMP-1, nitrocefin hydrolysis, epi-absorbance fluorescence. inhibition, % at 5.6 µM. actives 0.45% (n = 290,000);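 active = inhibition above the mean plus 3 SD of all compounds in the same screening run, cut at about 4.5% in these data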;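 also: 0% = IMP-1 with DMSO and 100% = DMSO wells lacking enzyme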
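System: Purified recombinant IMP-1 metallo-beta-lactamase enzyme | Measured by: Fluorescence quenching readout, ex 480/em 530 nm | Replication: Singlicate | Incubation: 15 min preincubation plus 25 min reaction at 25 °C | Evaluation: Percent inhibition from optical density relative to buffer-blank wells | Benchmarks: DMSO with and without IMP-1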
FID counter = compounds displacing fluorescent DNA intercalator, primary screen, artefact control for HCV NS3 helicase inhibitor project, biochemical, FID fluorescence. inhibition, % at 7.9 µM. actives 0.17% (n = 290,000). DNA fluorescent intercalator displacement; in the data active = inhibition above about 37%;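 also: 0% = vehicle and 100% = reference compound; higher means more ethidium bromide displaced from hairpin DNA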
NALP1 yeast inh = NALP1 inflammasome inhibitors in reconstituted yeast, colorimetric, S. cerevisiae, triplicate retest; S. cerevisiae NALP1/ASC/caspase-1 growth, X-gal OD620, 72 h; inhibition, % at 10 µM; actives 0.61% (n = 280,000); AID 2071, 2009; in the data active = inhibition mostly above about 24%, no sharp cut-off; inactive = mostly below about 32%; also: some compounds called inactive have numbers as strong as hits
MEKK2mut PB1 HTS = MEK5 binding signal on mutant MEKK2 PB1, primary screen, biochemical, multiplex bead flow cytometry, Alexa488-MEK5. percent response, % at 10 µM. Alexa488-MEK5 binding to MEKK2 mutant. actives 0.35% (n = 290,000); in the data active = percent response above about 24%, passing the limit was not always enough; also: inactives centre near 1; some results filed as inactive read as strong as hits
NS3 helicase inh = inhibitors of HCV NS3 helicase, primary screen, biochemical, Cy5 molecular beacon fluorescence. Hepatitis C virus NS3 helicase. AID 1800, 2009. NS3 helicase DNA unwinding. actives 0.56% (n = 290,000). inhibition, % at 10.9 µM;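 active = inhibition above the mean of all tested compounds plus 3 SD, set per campaign, cut at about 35% in these data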;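 also: 0% = DMSO wells and 100% = thioflavine S control wells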
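Compound dosing – single dose, 10.9 µM nominal final, DMSO 0.8% final · System – NS3 helicase fragment of HCV · Buffer or medium – MOPS pH 6.5, MgCl2, DTT, Tween20, BSA · Signal – Cy5 beacon fluorescence read at start and 1 h · Also added – annealed dual-labelled DNA beacon duplex, ATP-started · Schedule – 1 h at 25 °C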
The depositor's hits bear a star; . = not tested or not shown.

Every second line gives: MEKK2wt PB1 HTS	UBC9 SUMO inh	VIM-2 inh	PfM18AAP inh	IMP-1 inh	FID counter	NALP1 yeast inh	MEKK2mut PB1 HTS	NS3 helicase inh
CCCc1cc(=O)n2[nH]c(NC(=O)c3ccco3)nc2n1
    96.0	8.5	-1.2	-1.1	-1.6	-2.3	9.2	0.0	-3.1
COc1ccc(Cc2nnc(NC(=O)C(C)(C)C)s2)cc1
    103.0	7.5	0.5	-0.8	-3.5	-20.6	7.7	-4.0	-14.4
Cc1ccccc1S(=O)(=O)/N=C(/c1ccccc1)N(C)C
    101.0	21.7	-1.9	-0.3	-1.7	-8.8	2.3	6.0	2.6
COc1ccc(N(CC(=O)NCc2cccs2)S(=O)(=O)c2c(C)nn(C)c2C)cc1
    109.0	3.5	-4.9	3.0	-6.4	-16.7	20.0	10.0	6.8
O=C(COC(=O)c1c(F)cccc1Cl)NC1CCCC1
    101.0	-1.2	-2.0	1.1	-3.2	-14.9	-6.7	2.0	0.7
COc1ccc2[nH]cc(CCNS(=O)(=O)Cc3ccccc3)c2c1
    88.0	1.2	-3.1	0.7	-2.6	-9.0	25.5	-10.0	-6.5
COc1ccc(CCNC(=O)c2oc3ccc(OC)cc3c2C)cc1
    99.0	-10.6	-1.1	4.2	-1.0	-34.3	11.0	2.0	4.4
CCN1CCN(Cc2c(O)ccc3c2O/C(=C\C=C\c2ccccc2OC)C3=O)CC1
    95.0	17.9	4.7	10.3	27.6*	-7.9	29.7	0.0	-70.0
COc1cccc(C(=O)Nc2nc3ccc(S(C)(=O)=O)cc3s2)c1
    102.0	2.4	-2.3	4.0	0.2	-19.0	-15.3	9.0	4.8
COc1ccccc1N1CCN(C(c2cccs2)C(C)NC(=O)c2cccs2)CC1 (centres undefined)
    105.0	-4.8	1.1	-11.1	-3.7	-28.7	6.8	5.0	-17.6
COC(=O)c1ccc(COC(=O)CNS(=O)(=O)c2ccc(C)cc2)cc1
    71.0	-6.5	0.4	-2.0	-0.6	-32.8	5.6	-12.0	3.8
CCOc1ccc(C(C)=O)cc1COc1ccc(-n2cnnn2)cc1
    109.0	-1.1	0.9	0.1	-0.6	-18.0	16.3	6.0	2.4
O=C(O)CCC(=O)N1CCc2cc(S(=O)(=O)NCc3cccs3)ccc21
    103.0	5.7	-1.8	4.4	-3.9	-0.3	14.4	4.0	-5.9
COc1ccc(C)cc1NC(=O)C(Sc1nnc(Nc2ccccc2F)s1)c1ccccc1 (centres undefined)
    106.0	-15.4	-3.9	1.4	-3.0	-7.1	11.3	1.0	-1.3
CCC1(C)NC(=O)N(/N=C/c2cc(OC)c(O)c(OC)c2)C1=O (centres undefined)
    93.0	0.8	-0.3	0.0	-1.8	2.2	-8.7	-10.0	8.2

Reprinted at random: 2 compounds from above
Every second line gives: MEKK2wt PB1 HTS	UBC9 SUMO inh	VIM-2 inh	PfM18AAP inh	IMP-1 inh	FID counter	NALP1 yeast inh	MEKK2mut PB1 HTS	NS3 helicase inh
CCC1(C)NC(=O)N(/N=C/c2cc(OC)c(O)c(OC)c2)C1=O (centres undefined)
    93.0	0.8	-0.3	0.0	-1.8	2.2	-8.7	-10.0	8.2
COc1ccc(Cc2nnc(NC(=O)C(C)(C)C)s2)cc1
    103.0	7.5	0.5	-0.8	-3.5	-20.6	7.7	-4.0	-14.4

(listing goes on)
Every second line gives: MEKK2wt PB1 HTS	UBC9 SUMO inh	VIM-2 inh	PfM18AAP inh	IMP-1 inh	FID counter	NALP1 yeast inh	MEKK2mut PB1 HTS	NS3 helicase inh
O=C(NC(c1ccccc1)c1ccccc1)c1ccc(Br)o1
    108.0	13.8	1.6	2.0	-1.1	-9.2	7.7	3.0	2.5
Cc1cc(C)cc(NC(=S)NCCc2ccc(S(N)(=O)=O)cc2)c1
    106.0	7.0	-1.2	-8.5	-2.4	-9.2	20.1	12.0	7.3
CSc1n[nH]c(NCc2ccc(C)cc2)n1
    93.0	5.7	-0.9	7.7	1.1	0.5	4.8	2.0	11.6
Cc1ccc(C2CC(c3ccc(F)cc3)Nc3nc(N)nn32)cc1 (centres undefined)
    101.0	-12.2	1.9	11.6	-1.4	-12.4	7.0	2.0	3.3
COc1ccc(Cl)cc1NC(=O)CCN1C(=O)C2C3CCC(C3)C2C1=O (centres undefined)
    100.0	2.3	-2.2	1.7	-5.1	-18.3	-1.6	1.0	5.6
Cc1onc(-c2ccccc2)c1C(=O)Nc1ccc(-c2nnc3n2CCCCC3)cc1
    101.0	10.0	-0.6	-6.7	-3.3	-27.3	1.0	2.0	0.0
CCCC(=O)NC(=S)Nc1c(C)cc(Br)cc1C
    108.0	.	0.6	-2.1	1.2	-6.3	.	8.0	-0.5
CC(=O)Nc1ccc(C(=O)CSc2nnnn2C2CCCC2)cc1
    96.0	5.1	-3.6	5.2	-2.6	-9.8	-1.2	0.0	2.5
O=C(NC1CCN(C(=O)Nc2ccc(F)cc2)CC1)c1cccc(F)c1
    100.0	6.9	-2.0	-5.9	-3.9	-12.4	3.3	0.0	5.2
O=C(O)[C@H](Cc1ccccc1)NC(=O)N1CCN(c2ccccc2)CC1
    105.0	5.1	-4.8	3.4	-3.2	-20.7	.	5.0	9.1
CC(C)C(=O)Nc1c(C(=O)c2ccc(F)cc2)oc2ccccc12
    110.0	16.3	-2.2	-6.0	-3.3	-1.3	-15.6	5.0	-2.8
C/C(=N/NC(=O)c1cccc(N2CCCC2=O)c1)c1ccncc1
    -5.0*	3.7	-0.8	-6.1	-2.2	-1.9	4.7	3.0	-8.0
CC(=O)Nc1cccc(NC(=O)CSc2nnc(Cc3cccn3C)n2-c2ccc(F)cc2)c1
    103.0	-2.3	-4.4	2.0	-3.4	-25.6	28.3	6.0	6.3
CC1(C)C(C=C(Cl)Cl)C1C(=O)N1CCN(Cc2ccccc2)CC1 (centres undefined)
    103.0	-11.3	-2.9	-4.5	-1.5	-20.6	0.8	2.0	0.0
COCCN1CCN(c2cc(-c3ccccc3)nc3cc(-c4cccc(F)c4)nn23)CC1
    104.0	-2.6	-1.1	0.4	-2.2	2.8	2.4	7.0	-41.6
Cc1ccccc1NC(=O)c1ccc(C)c(S(=O)(=O)N2CCN(C)CC2)c1
    109.0	4.4	-0.6	-3.2	-0.6	1.5	7.4	5.0	0.1
COc1ccc(/C=N/NC(=O)c2nnn(-c3nonc3N)c2CN(C)C2CCCCC2)cc1
    94.0	-1.9	0.6	-11.0	-0.3	-13.2	23.1	-3.0	-2.1
O=C(N/N=C/c1ccc(N2CCOCC2)cc1)c1ccc(NS(=O)(=O)c2cccs2)cc1
    98.0	2.3	-4.3	-6.1	-3.3	-14.4	-3.0	0.0	2.3
O=C(O)c1cnn(-c2ccccc2)c1-c1ccncc1
    102.0	29.4	-0.2	-13.7	0.0	-6.9	13.3	1.0	16.6
Cc1ccc2nc(NC(=O)CCCC(=O)O)sc2c1
    96.0	19.0	-2.0	-1.1	-1.4	5.7	-8.4	-4.0	-0.7
Cc1cc(C(F)F)nn1CC(=O)NC1CCCCCC1
    105.0	2.2	-0.2	-3.4	-3.6	-3.0	-14.9	7.0	0.6
COc1ccc(C(=O)c2c(C)oc3ccc(O)c(CN4CCOCC4)c23)cc1
    96.0	-9.8	-3.0	5.2	-2.4	-1.9	34.2	-7.0	-18.6
O=C(N/N=C/c1ccccc1F)NC1CCCCC1
    105.0	12.3	-0.9	-0.9	-2.2	-20.5	21.8	1.0	-0.9
COc1ccc(C(=O)/C=C/c2ccc(OC(=O)c3cc(OC)c(OC)c(OC)c3)cc2)cc1
    101.0	-21.0	0.8	7.5	-3.5	0.3	17.9	-1.0	7.0
Cc1nn(C)cc1C(C(=O)NC1CCCCC1)N(C(=O)Cc1cccs1)c1ccc(C(C)C)cc1 (centres undefined)
    98.0	13.7	-2.4	6.3	-2.5	-26.3	12.4	-4.0	-2.9
CS(=O)(=O)N(CC(=O)NC1CCCC1)Cc1ccc(Cl)cc1
    88.0	-15.5	-1.4	-12.8	1.2	-5.4	21.2	-9.0	-0.5
Cc1c(C)n(CC(O)CNCCO)c2ccccc12 (centres undefined)
    100.0	19.6	-0.7	5.9	-1.0	6.9	-1.1	-1.0	1.9
CCOc1ccccc1NS(=O)(=O)c1cn(C)c(=O)n(C)c1=O
    95.0	3.1	0.5	0.8	-0.6	-1.8	.	-3.0	-4.8
CCCn1c2c(c(O)c(C(=O)Nc3ccc(OCC)cc3)c1=O)CCCC2
    .	12.8	0.3	-17.5	-1.8	1.4	-7.0	.	1.8
COc1ccc(NC(=S)Nn2cnnc2)cc1OC
    75.0	3.7	2.6	79.0*	-1.4	4.9	-13.6	-17.0	8.6
CCn1c(SCC(=O)N2CCC(C)CC2)nnc1-c1ccc(S(=O)(=O)N2CCN(C)CC2)cc1
    91.0	10.3	0.6	-3.3	-3.4	-2.1	12.7	-5.0	3.8
O=C(NC1CCCCCC1)c1c(O)c2ccccc2[nH]c1=O
    105.0	-3.1	-2.8	-9.6	0.9	-1.2	-11.6	6.0	5.6
Cc1ccc(NC(=O)/C(=C/c2cccs2)NC(=O)c2ccco2)cc1
    101.0	-9.0	2.3	-2.1	1.6	-3.5	21.1	-1.0	3.5
COc1cccc2cc(C(C)N(CCCN3CCOCC3)C(=S)Nc3cccc(C)c3C)oc12 (centres undefined)
    91.0	12.0	-2.5	-0.3	-1.7	7.7	-4.1	-24.0	-8.2
O=C1NCCCC2c3c(cc(Br)c(O)c3Br)OC12N1CCOCC1 (centres undefined)
    90.0	-5.0	3.8	0.6	-4.8	0.8	27.3	-1.0	2.3
COC(=O)C1=NN(C(C)=O)C2(CC(=O)N(c3cccc(C)c3)C2=O)C1 (centres undefined)
    108.0	-6.0	-2.0	-4.0	-4.3	-1.2	24.6	1.0	0.0
COc1cc2[nH]c(=S)nc(Nc3ccc(NC(C)=O)cc3)c2cc1OC
    78.0	-2.5	-3.9	24.5	-3.8	-2.8	-4.1	-14.0	-2.4
CCOC(=O)c1c(C)[nH]c(C)c1S(=O)(=O)NCC1CCN(Cc2ccccc2F)CC1
    108.0	12.9	-0.7	6.3	-3.5	3.4	17.6	8.0	-4.1
CCOc1ccc(-c2nnc(-c3cccnc3)o2)cc1OCC
    95.0	25.4	11.3*	2.8	-4.2	-33.7	6.8	0.0	6.4
CCC(C)NC(=S)Nc1ccc2nc(N3CCOCC3)cc(C)c2c1 (centres undefined)
    106.0	10.4	-3.4	11.7	0.4	-8.0	-14.5	2.0	0.6
COc1ccc(Oc2nc(SC)nc3ccccc23)cc1
    102.0	-12.6	-0.1	-9.1	-1.6	-3.6	27.7	2.0	-2.8

Bioassay records: PubChem, several laboratories
